Platelet DG rel = platelet dense granule release activity | human platelet-rich plasma, SFLLRN dense granule ATP release, luminescence | inhibition, %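 (compounds screened at 7.5 µM in platelet-rich plasma)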 | actives 0.22% (n = 300,000);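 active means mean replicate score, as percent of positive control, at or above 50; inconclusive means mean below 50 but at least one replicate at or above 50; inactive means mean and every replicate below 50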
HSF1 inhib = HSF1 inhibition; NIH3T3-HGL HSE-luciferase, MG132-induced, luminescence 8 h; stronger effect = lower value; activity change, negative = inhibition, % at 7.5 µM (by protocol); actives 0.77% (n = 300,000); AID 2098;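 active means more than half of replicate wells show activity change below -50%, luminescence cut by over half; inconclusive means some wells, but at most half, below -50%; inactive means no replicate well below -50%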;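 further: luciferase reports HSF-1 transcriptional activity via heat shock element; 0% = median of DMSO wells and -100% = zero luminescence signal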
GSK3 alpha inh = inhibitors of human GSK-3 alpha kinase. P49840. ADP-Glo luminescence, 60 min. inhibition, % at 10 µM. actives 0.1% (n = 320,000). AID 2650;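 in the data active means inhibition above about 50%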;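 further: GST-tagged GSK-3 alpha with peptide substrate and 25 µM ATP; 0% = DMSO neutral wells and 100% = GW8510 positive control wells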
Target sequence (P49840 whole entry, looked up): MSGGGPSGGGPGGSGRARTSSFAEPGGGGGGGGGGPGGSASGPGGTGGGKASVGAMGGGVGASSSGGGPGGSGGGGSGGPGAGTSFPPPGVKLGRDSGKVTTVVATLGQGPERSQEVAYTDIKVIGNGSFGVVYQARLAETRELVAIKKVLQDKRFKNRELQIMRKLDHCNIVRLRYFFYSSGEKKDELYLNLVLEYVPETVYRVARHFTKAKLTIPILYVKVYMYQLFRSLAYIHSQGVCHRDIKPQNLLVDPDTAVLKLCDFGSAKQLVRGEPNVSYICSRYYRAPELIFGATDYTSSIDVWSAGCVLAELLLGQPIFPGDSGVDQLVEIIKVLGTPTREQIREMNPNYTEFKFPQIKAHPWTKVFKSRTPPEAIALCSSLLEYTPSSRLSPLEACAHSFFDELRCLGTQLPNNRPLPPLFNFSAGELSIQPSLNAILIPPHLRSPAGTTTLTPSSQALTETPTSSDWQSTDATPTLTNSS
AI-2 QS mod = modulators of Vibrio harveyi AI-2 quorum sensing system. Vibrio harveyi JMH597 AI-2 luminescence/OD600 ratio, 9 h; stronger effect = lower value; strain lacks LuxN and CqsS sensors; 0 = neutral-control median. activity change, % at 7.5 µM. actives 0.4% (n = 300,000). AID 2094; in the data active means activity change below about -75%, passing the limit was not always enough; inconclusive means no clear call, values can overlap the other calls;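 further: luminescence divided by OD600 gain over 9 h not by final OD600 alone; inactives centre near 13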
GSK3B inh = human GSK3beta kinase inhibition | P49841 | GST-GSK3beta kinase, ADP-Glo luminescence, 60 min; stronger effect = lower value | activity score (negative = inhibition), % at 10 µM | actives 0.038% (n = 300,000);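 active means more than half of replicate wells score below -50%, meaning over 50% inhibition versus plate controls; inconclusive means some replicates but at most half score below -50%; inactive means no replicate scores below -50%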;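 further: 0% = median DMSO wells and -100% = median GW8510 positive control wells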
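Test system – GST-tagged human GSK3beta kinase, cell-free · Incubation – 60 min enzyme reaction, room temperature · Signal – ADP-Glo luminescence · Also added – peptide substrate and ATP at 25 µM · Controls – DMSO neutral wells and GW8510 at 20 µM as positive · Buffer or medium – Tris/MgCl2 kinase buffer · Measure – Luminescence-derived activity versus plate DMSO and GW8510 wells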
Dyrk1A ADPGlo = blocks rat Dyrk1A kinase activity. actives 0.43% (n = 310,000). AID 504441. Q63470. inhibition, % at 12.5 µM. ADP-Glo luminescence, NFATc1 peptide; in the data active means inhibition above about 50%;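 further: plate controls were vehicle with enzyme for no effect and no enzyme for full effect; many of its hits are not listed in these tables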
PolyA inh = blocks polyadenylation in yeast reporter cells | S. cerevisiae SKY197-pL101 polyadenylation reporter, beta-gal luminescence; efflux-impaired pdr1/pdr3 knockout yeast; score 100 = 6 SD above DMSO | actives 0.02% (n = 300,000) | calls only at 12 µM;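 active means lowest replicate activity score at least 50, where 100 means six control SD above control mean; inconclusive means lowest score under 50 but half or more replicates reach 50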;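 further: yeast exposed to compound for 9 h at 30 °C; higher score means more reporter readthrough which indicates perturbed polyadenylation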
HDAC3 inhib = inhibitors of human histone deacetylase 3; inhibition, % at 8.3 µM; recombinant HDAC3, fluorogenic peptide/trypsin coupled, fluorescence; AID 2718; O15379; actives 0.15% (n = 320,000); in the data active means inhibition above about 26%, passing the limit was not always enough; inconclusive means no clear call, values can overlap the other calls
Target sequence (O15379 whole entry, looked up): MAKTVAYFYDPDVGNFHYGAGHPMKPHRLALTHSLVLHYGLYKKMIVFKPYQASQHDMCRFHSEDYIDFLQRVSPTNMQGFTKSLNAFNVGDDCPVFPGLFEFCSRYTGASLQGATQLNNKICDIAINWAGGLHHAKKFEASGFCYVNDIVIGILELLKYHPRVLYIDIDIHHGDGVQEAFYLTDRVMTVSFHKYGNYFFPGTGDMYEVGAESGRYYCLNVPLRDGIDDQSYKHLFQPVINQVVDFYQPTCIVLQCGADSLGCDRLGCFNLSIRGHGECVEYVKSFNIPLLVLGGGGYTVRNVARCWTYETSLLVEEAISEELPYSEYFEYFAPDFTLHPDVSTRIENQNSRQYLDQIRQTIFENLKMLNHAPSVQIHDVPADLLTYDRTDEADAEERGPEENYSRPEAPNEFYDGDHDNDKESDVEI
HSF1 activator = increases HSF-1 driven luciferase reporter signal; NIH3T3-HGL HSF-1 luciferase reporter, MG132, 8 h; 100% = twice DMSO control signal; actives 1.7% (n = 300,000); activation, % at 9 µM; AID 504408;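 active means mean replicate activation of at least 50% with a set share of replicates each reaching 50%; inconclusive means only one of those two conditions met; inactive means mean below 50% and too few replicates reaching it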;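 further: 0% = median of the neutral control wells and 100% = twice that signal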
HSP90 inh = blocks HSP90-mediated luciferase refolding in reticulocyte lysate; inhibition, % at 5.6 µM; actives 0.91% (n = 290,000); Rabbit reticulocyte lysate, luciferase refolding luminescence, 3 h;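 active means inhibition above the screen-wide mean plus 3 SD, computed separately per campaign, cut at about 16% in these data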;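 further: 0% = DMSO wells and 100% = 60 µM geldanamycin wells; inhibitors lower the luminescence because luciferase stays unfolded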
An asterisk follows results filed as active; i = inactive; ? = inconclusive; nt = no result given.

Platelet DG rel	molecule	HSF1 inhib	GSK3 alpha inh	AI-2 QS mod	GSK3B inh	Dyrk1A ADPGlo	PolyA inh	HDAC3 inhib	HSF1 activator	HSP90 inh
7	O=C(Cc1ccc(Br)cc1)Nc1ccccc1Cl	2	-1	13	0	3	i	2	24	7
14	CC(=O)c1sc(-c2ccccc2)cc1N	-3	1	-10	-1	nt	i	2	-8	1
2	CCCn1c2ccccc2c2cnn(CC(=O)NCCN(C)C)c(=O)c21	1	1	15	0	5	i	-7	-3	-2
-2	CN(C(=O)COC(=O)CNC(=O)c1ccccc1Cl)c1ccccc1	-5	0	12	1	-3	i	-2	-2	-2
5	Cc1nc2ccc(NS(=O)(=O)c3c(C)c(C)cc(C)c3C)cc2s1	7	-1	nt	nt	1	i	-1	-7	6
12	COC(=O)C[C@H]1c2cc(C(F)(F)F)ccc2S(=O)(=O)N1c1ccc(N(C)C)cc1	-5	0	17	3	-2	i	3	-2	nt
-11	COc1cc(Nc2ccc(S(N)(=O)=O)cc2)c([N+](=O)[O-])nc1[N+](=O)[O-]	-3	1	17	0	11	i	6	-3	1
2	CCCCOc1cccc(C(=O)NC(=S)Nc2cccc(C(F)(F)F)c2)c1	-3	-3	19	3	-3	i	4	1	-6
5	COC(=O)CN=Cc1c(O)n(-c2ccc(Cl)cn2)c(=O)c2ccccc12	0	0	45	3	nt	i	-4	0	1
-1	Nc1nc2ccc(S(=O)(=O)c3ccc4nc(N)sc4c3)cc2s1	-5	0	2	-1	5	i	-7	-5	-1
1	COc1cccc(N2CCN(C(=S)NCc3ccco3)CC2)c1	31	2	11	1	-3	i	-2	55*	0
1	COc1ccc(C2=C(Nc3ccc(F)cc3)c3ccccc3C2=O)cc1	-2	-2	14	1	0	i	4	0	0
9	Cc1ccc(-n2c(N)c(C(=O)N3CCOCC3)sc2=S)cc1	1	-2	9	0	-3	i	-4	-3	-1
nt	COc1ccc(NC(=S)N2CCC(Cc3ccccc3)CC2)cc1	nt	nt	1	-2	-6	nt	-6	nt	1
3	COC(=O)CSc1ccsc1C(=O)O	1	-4	35	-2	-2	i	-1	-6	-1
15	N#C/C(=C\c1c(N2CCCCCC2)nc2ccccn2c1=O)C(=O)NCc1ccco1	-10	-3	24	8	7	i	-2	-7	1
-4	CC(=O)c1ccc(OC(=O)CCc2ccccc2)cc1	1	0	-4	2	7	i	6	-5	8
-5	COc1cc(NC(=O)C(c2ccccc2)c2ccccc2)c(C(=O)O)cc1OC	-8	-6	22	7	3	i	-2	-2	-4
1	COc1ccc(NC(=O)c2ccc(C(=O)Nc3ccc(OC)cc3OC)cc2)c(OC)c1	-10	-2	-8	-1	-6	i	-4	0	1
-1	CCCN(CCC)c1ccc(/C=N/NC(=O)CN2CCOCC2)cc1	6	-3	27	-6	-5	i	-14	45	-1

Remaining list, next part:
Platelet DG rel	molecule	HSF1 inhib	GSK3 alpha inh	AI-2 QS mod	GSK3B inh	Dyrk1A ADPGlo	PolyA inh	HDAC3 inhib	HSF1 activator	HSP90 inh
-5	O=C(Nc1ccc(Oc2cccc(C(F)(F)F)c2)nc1)c1cccs1	3	-2	5	-1	2	i	11	6	-2
-4	CC(C)(C)C(=O)Nc1ccc(C(=O)NCc2cccnc2)cc1	-3	-2	19	-1	-4	i	-4	2	0
-2	Cc1nc(-c2cccnc2)sc1C(=O)N/N=C/c1ccccc1Cl	6	7	6	-5	5	i	-5	14	2
-8	COc1ccc(NCc2nnc(SCC(=O)c3ccc(C)cc3)o2)cc1	6	-2	27	3	0	i	14	23	-1
-4	Cc1cc(OCc2cc(C(=O)N(C)C3CCOC3)no2)cc(C)c1Cl (centres undefined)	48	1	18	1	3	i	-1	64*	-1
-1	COc1ccc(OC)c(NC(=O)c2ccc(Cl)cc2)c1	nt	2	29	0	3	i	-4	nt	3
-4	COC(=O)c1cccc([N+](=O)[O-])c1CS(=O)(=O)c1ccc(C)cc1	-11	2	9	1	nt	i	4	3	4
1	Cc1cnc2cc([N+](=O)[O-])ccc2n1	0	-3	9	-1	-7	i	-1	2	-3
-3	CCOC(=O)Nc1ccc2c(c1)N(C(=O)CN(CC)CC)c1ccccc1C=C2	58	-1	19	0	-7	i	-1	74*	-2
4	CC(=O)N1CCC2(CC1)C(C#N)=C(N)Oc1n[nH]c(C)c12	3	0	10	-2	8	i	1	19	1
-4	NC(N)=N/N=C/c1ccc(Cl)c([N+](=O)[O-])c1	-4	2	36	-2	nt	i	3	6	-6
-17	CCOc1ccc(C(=O)NC(C(=O)NCc2ccccn2)C(C)C)cc1 (centres undefined)	-3	6	16	2	-1	i	-1	-14	3
3	Cc1cc(NC(=O)CC(C)C)c(=O)n(Cc2c(F)cccc2Cl)c1	-5	-3	19	1	0	i	1	0	-3
7	CN(C)S(=O)(=O)c1cccc(C(=O)NCC2(N3CCOCC3)CCCCC2)c1	0	nt	23	-1	5	i	-7	-7	6
3	CC(C)c1nc2cc(C(=O)NC(C)c3cnn(C)c3)ccc2o1 (centres undefined)	0	-4	22	-4	nt	i	0	-13	-1
4	Cc1c(Cc2ccccc2)c(=O)oc2cc(OCC(=O)c3ccccc3)ccc12	11	-3	22	-4	-1	i	-3	5	-5
6	O=C(Nc1ccccc1)C1CC(O)CN1S(=O)(=O)c1ccc([N+](=O)[O-])cc1 (centres undefined)	-1	-4	9	-2	18	i	0	-8	-1
0	CCOC(=O)CN(C(=O)c1ccccc1)c1ccccc1C	3	0	-2	-2	11	i	-3	19	-4
nt	C/C(=N\NC(=O)C1CCCC1)c1ccc(Cl)cc1Cl	nt	nt	-16	-5	11	nt	-1	nt	-6
0	Cc1cc(C(=O)COC(=O)CC2Sc3ccccc3NC2=O)c(C)n1-c1ccc2c(c1)OCO2 (centres undefined)	-16	-1	4	0	6	i	-6	-24	4

The list continues.
Platelet DG rel	molecule	HSF1 inhib	GSK3 alpha inh	AI-2 QS mod	GSK3B inh	Dyrk1A ADPGlo	PolyA inh	HDAC3 inhib	HSF1 activator	HSP90 inh
0	CC(CN1CCOCC1)OC(=O)CCc1ccccc1 (centres undefined)	-4	-3	2	-2	3	i	-7	5	-4
-10	Cc1ccc(C(=O)N/C(=C\c2cn(S(=O)(=O)N(C)C)c3ccccc23)C(=O)NCCCN2CCOCC2)cc1	0	0	-10	-1	-1	i	9	2	-5
-13	Cn1c(=O)[nH]c2nnc(-c3ccc(Cl)c(Cl)c3)nc2c1=O	2	0	27	2	3	i	6	13	4
6	Cc1c(C(=O)O)cccc1-c1ccc(/C=N/n2cnnc2)o1	2	0	-5	2	6	i	7	2	18*
4	Clc1ccc(-c2csc(-c3ccno3)n2)cc1	8	-3	13	3	nt	i	-2	36	0
0	Cc1ccc(S(=O)(=O)N2CCOCC2)cc1NC(=O)C1=NN(c2ccccc2)C(=O)CC1	-4	0	-4	1	-2	i	1	2	2
0	Cc1cccc(C)c1NC(=O)CN(C)CC(=O)Nc1ccccc1Oc1ccccc1	5	5	11	5	3	i	8	-3	3
4	Cc1ccc(C)c(NC(=S)NNC(=S)Nc2ccc(C(C)C)cc2)c1	2	0	6	-1	-3	i	?	23	2
-9	CC(C)=C1C2CCC1C1C(=O)N(c3nc(-c4ccc(C(C)C)cc4)c(C)s3)C(=O)C21 (centres undefined)	10	-8	9	-3	0	i	-2	5	0
7	Cc1cc(OCC(=O)N(C)c2c(N)n(Cc3ccccc3)c(=O)[nH]c2=O)c(C(C)C)cc1Cl	-5	0	1	1	-1	i	-6	0	nt
2	Cc1ccc2nc(SC(C)C(=O)Nc3cccc([N+](=O)[O-])c3)[nH]c2c1 (centres undefined)	9	-2	8	3	-13	i	6	16	-5
0	COc1ccc(S(=O)(=O)N2CCOCC2)cc1NC(=O)Cc1ccccc1Cl	-1	0	16	1	-7	i	-3	-16	2
1	COCCC(=O)N1CCC(Oc2ccc(C(=O)NCc3cccc(C)n3)cc2)CC1	1	-1	21	-1	-1	i	-12	-6	0
-2	Cc1ccccc1NC(=O)N1CCC(C(=O)c2ccc(F)cc2)CC1	3	4	14	0	-10	i	-3	0	2
-12	O=C(NCc1ccco1)/C(=C/c1cccc([N+](=O)[O-])c1)NC(=O)c1ccco1	0	-2	nt	nt	3	i	12	27	1
-1	CCOCCOC(=O)c1[nH]c2c(c1C)C(=O)CC(c1cc(OC)c(OC)c(OC)c1)C2 (centres undefined)	-7	5	3	-1	5	i	2	-5	-5
-2	CCN(c1ccc(C)cc1)S(=O)(=O)c1nnc(NC(=O)c2ccco2)s1	-2	-1	11	1	-4	i	-9	-17	3
3	CC(=O)Nc1cc[n+](CC(=O)c2ccc(Cl)cc2)cc1	-5	-1	0	-2	0	i	-2	-10	0
3	N#Cc1c(NC(=O)c2cnn3cccnc23)sc2c1CCCC2	20	0	12	-1	-8	i	-1	43	0
9	COc1ccc(/C=C/C=C2\N=C(SC)SC2=O)cc1	-34	-1	17	4	0	i	3	-47	2

Following part
Platelet DG rel	molecule	HSF1 inhib	GSK3 alpha inh	AI-2 QS mod	GSK3B inh	Dyrk1A ADPGlo	PolyA inh	HDAC3 inhib	HSF1 activator	HSP90 inh
-10	CCc1ccc(NC(=O)N2CCN(c3ccc(F)cc3)CC2)cc1	-19	nt	1	-2	4	i	nt	-26	-2
-15	CN1CCOc2cc(S(=O)(=O)NCc3ccc(S(N)(=O)=O)cc3)ccc21	-6	1	3	-1	5	i	-4	10	4
9	c1ccc(Nc2nc(N3CCCC3)nc(N3CCCC3)n2)cc1	0	-2	20	-2	-2	i	4	-10	-3
-41	CC1=C(C(=O)OCC2CCCO2)C(c2ccsc2)C2=C(CC(C)(C)CC2=O)N1 (centres undefined)	-8	-1	-6	1	4	i	-8	-7	-1
-1	Cc1ccsc1/C=N/NC(=O)Cc1ccc([N+](=O)[O-])cc1	-1	-4	23	-1	nt	i	-3	19	nt
-4	Nc1nnn(CC(=O)N/N=C/c2ccc(Cl)cc2Cl)n1	-2	-2	22	-2	nt	i	-7	20	-3
0	CCCn1c(N/N=C(C)\C=C\c2ccccc2)nc2c1c(=O)[nH]c(=O)n2C	-5	-2	20	0	nt	i	-2	1	-1
-4	Cn1c(=O)c2c(nc(CN3CCc4ccccc4C3)n2Cc2ccc(F)cc2)n(C)c1=O	7	-3	20	0	-5	i	5	21	3
5	Cc1ccc(SC[C@H](c2ccccc2)N2CCN(CCc3ccccc3)CCC2=O)cc1	-4	-3	8	2	4	i	4	-3	nt
1	O=C(CCN1CCN(C/C=C/c2ccccc2)CC1)Nc1cccc(F)c1	-3	-2	8	-5	-1	i	3	9	6
-1	O=C(Nc1ccccc1Cl)C1Cc2ccccc2O/C1=N\O (centres undefined)	14	0	5	2	8	i	-1	12	9
6	N#Cc1cc([N+](=O)[O-])ccc1Oc1ccc(-c2nnco2)cc1	-4	1	10	-2	-3	i	1	-14	3
-1	Cn1c2ccccc2n2c(=O)c(=O)n(CC(=O)c3ccc(Cl)cc3)nc12	-2	-4	13	1	-5	i	-2	-9	-1

Source: PubChem

An excerpt; count on the stated rates, not on these rows.
